Luciferase inh: Photinus pyralis luciferase inhibition | 76,000 compounds, 2.5% hits | Potency, µM (series often up to 115 µM), for inactives: top-dose activity change, negative = inhibition, most hits filed as inhibitors | AID 1347043 | P08659 | purified P. pyralis luciferase, luminescence, biochemical; note: potency is the fitted concentration of half-maximal effect; nearly all actives have a fitted effect of over 65% in size
Target sequence (P08659 whole entry, looked up): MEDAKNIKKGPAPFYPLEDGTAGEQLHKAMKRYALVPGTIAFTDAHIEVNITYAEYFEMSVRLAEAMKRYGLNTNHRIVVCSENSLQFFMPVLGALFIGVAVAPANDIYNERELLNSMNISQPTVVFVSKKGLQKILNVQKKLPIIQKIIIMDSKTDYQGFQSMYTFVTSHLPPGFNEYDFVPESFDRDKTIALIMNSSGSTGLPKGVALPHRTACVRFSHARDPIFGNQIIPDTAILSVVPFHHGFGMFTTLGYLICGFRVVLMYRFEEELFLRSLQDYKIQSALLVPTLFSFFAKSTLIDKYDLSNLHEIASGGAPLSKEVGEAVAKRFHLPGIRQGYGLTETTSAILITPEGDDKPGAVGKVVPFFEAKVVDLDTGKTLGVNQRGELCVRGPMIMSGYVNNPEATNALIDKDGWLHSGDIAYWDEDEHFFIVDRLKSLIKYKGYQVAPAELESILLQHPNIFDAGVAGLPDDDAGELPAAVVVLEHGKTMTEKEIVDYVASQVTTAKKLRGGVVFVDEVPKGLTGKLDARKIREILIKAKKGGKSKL
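Inhibitors were tested against purified firefly luciferase in a biochemical, low-substrate format (both substrates at 10uM) and luminescence measured with a CCD imager.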
HEK293 tox: kills HEK 293 cells; AID 1345083; 94,000 compounds, 6.6% hits; Potency, µM (doses to about 115 µM), inactives show at the top dose activity change, negative = cytotoxicity, hits mostly inhibitors; HEK 293 viability, ATP luminescence (CellTiter-Glo), 48-72 h; note: potency is the fitted concentration of half-maximal effect; nearly all actives have a fitted effect of over 60% in size
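Pintool-delivered compounds were incubated with HEK 293 cells (250 cells/well) at 37 degree Celsius for 48 or 72 hr. ATP-dependent luminescence (CellTiter-Glo) then reported remaining viable cells.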
SNCA expr inh: reduces expression of the alpha-synuclein gene; 140,000 compounds, 0.17% hits; Potency, µM (titrated, usually from 57.2 µM), for inactives: at the highest dose activity change, negative = inhibition, actives largely listed as inhibitors; HEK-293 SNCA-luciferase knock-in, luminescence, 24 h; AID 1671194;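 note: potency is the fitted concentration of half-maximal effect; plate controls were DMSO cells for no effect and cell-free wells for full effect; nearly all actives have a fitted effect of over 45% in size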
3T3 cytotox: kills NIH 3T3 cells. NIH 3T3 viability, CellTiter-Glo ATP luminescence, 48-72 h. Potency, µM (top dose mostly 96.7 µM), without a hit: at the highest dose activity change, negative = cytotoxicity, hits mostly inhibitors. 94,000 compounds, 4.3% hits. AID 1345082; note: potency is the fitted concentration of half-maximal effect; nearly all actives have a fitted effect of over 55% in size
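Cytotoxicity was measured by CellTiter-Glo ATP luminescence after 48 or 72 h compound exposure at 37 °C. Mouse NIH 3T3 fibroblasts were seeded at 400 cells/well and dosed by 23 nL pin transfer.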
IP6K1 inh: IP6K1 kinase inhibition. IP6K1 kinase, ADP-Glo luminescence, 2 h; stronger effect = lower value. 140,000 compounds, 0.81% hits. activity change, % (series mostly up to about 58 µM). Q92551. AID 1645851; in the data active = activity change below about -25%
Target sequence (Q92551 whole entry, looked up): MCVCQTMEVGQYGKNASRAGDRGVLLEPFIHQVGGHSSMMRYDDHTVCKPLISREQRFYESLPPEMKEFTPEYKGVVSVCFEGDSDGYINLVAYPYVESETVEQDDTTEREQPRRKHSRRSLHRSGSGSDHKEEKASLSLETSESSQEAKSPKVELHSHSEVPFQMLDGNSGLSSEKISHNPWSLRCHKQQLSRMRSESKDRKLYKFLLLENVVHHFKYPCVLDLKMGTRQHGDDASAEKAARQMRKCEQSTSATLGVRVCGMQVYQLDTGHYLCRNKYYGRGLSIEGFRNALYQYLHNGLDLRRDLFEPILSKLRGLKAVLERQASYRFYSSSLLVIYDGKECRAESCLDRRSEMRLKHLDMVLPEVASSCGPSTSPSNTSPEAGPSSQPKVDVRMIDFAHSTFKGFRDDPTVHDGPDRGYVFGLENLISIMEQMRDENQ
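ADP-Glo luminescence measures ADP made by human IP6K1 during a 2 h RT reaction with ATP/IP6 (mix at 1.3 mM/130 uM); top library doses 57.5 and 19.1 uM final.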
SNCA viab count: reduces viability of HEK-293 SNCA reporter cells; HEK-293-SNCA-luc viability, GF-AFC fluorescence, 24 h; Potency, µM (series often up to 57.1 µM), for inactives: at the highest dose activity change, negative = cytotoxicity, most hits filed as cytotoxic; 150,000 compounds, 0.12% hits; AID 1671193;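 note: potency is the fitted concentration of half-maximal effect; 0% = DMSO-treated cells and -100% = medium-only wells without cells; nearly all actives have a fitted effect of over 30% in size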
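HEK-293-SNCA-luc cells (1500/well) plated 24 h, then exposed 24 h to a dilution series; GF-AFC added 30 min at 37C, fluorescence 405/540 nm; normalised to medium-only and DMSO wells, Hill fit.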
GPT2 inh: GPT2 alanine aminotransferase inhibition; Q8TD30; Recombinant GPT2, coupled pyruvate oxidase/HRP Amplex Red fluorescence; Potency, µM (doses to about 57.7 µM), for inactives: top-dose activity change, negative = inhibition, usual class: inhibitors; 100,000 compounds, 0.25% hits; AID 1671188; note: potency is the fitted concentration of half-maximal effect; nearly all actives have a fitted effect of over 60% in size; many of its hits are not listed in these tables
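Fluorescence of coupled pyruvate oxidase/HRP/Amplex Red system (50uM Amplex, 30 min, dark) reports pyruvate formed by GPT2. Enzyme reaction: 10ng/uL GPT2, 2mM L-alanine, 250uM a-KG, 30 min room temperature, pH 7.5; 50uM AOA control.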
Active calls of the source: *; i = inactive; ? = inconclusive; / = not tested or not shown; [ ] = remark or other dose. Unless noted, calls come from the whole dose curve; as a rule, active = well fitted curve in the direction sought with a large enough effect; inconclusive = small, poorly fitted or top-dose-only effect, or another doubt; inactive = no such curve, though single readings can be large; an effect the other way counts as inactive or inconclusive. Unless noted, % is set by controls: 0 for no effect and ±100 for the full control effect. This is a subset. The share of hits here may be higher or lower than overall.

molecule	IP6K1 inh	HEK293 tox	SNCA expr inh	Luciferase inh	3T3 cytotox	GPT2 inh	SNCA viab count
C1=C(c2nc(-c3ccc(N4CCOCC4)cc3)cc3c2ccn3Cc2cccnc2)CCOC1	1	?	-1%	8%	?	i	0%
Cc1noc(C)c1S(=O)(=O)NCC(=O)N1CCCCCNC(=O)CC1c1ccccc1 (stereo unspecified)	-2	i	2%	1%	i	i	-2%
CCOC(=O)CNC(=O)c1cc2c(=O)oc3ccccc3c2s1	-20	/	26%	/	/	/	-16%
COc1ccc(-c2ccc(C(=O)NCCCc3ccccc3)cc2)nn1	13	-23%[172 µM]	/	/	?	/	/
Cc1noc([C@@H]2CC(F)(F)CN2C(=O)c2cc(C)[nH]n2)n1	0	i	-5%	-1%	-8%	i	3%
CCN(Cc1noc(C2CCC2)n1)C(=O)c1cc(C(C)C)n2ncnc2n1	-7	0%	-1%	12%	-12%	-7%	1%
C=C1C(=O)OC2/C=C(\COC(C)=O)CC/C=C(\C=O)CC(OC(=O)C(C)CC)C12 (stereo unspecified)	-8	/	/	/	/	i	?
Clc1ccc(-c2nnc3n2CCN(Cc2ccccc2)C3)cc1	4	?	2%	/	-19%	i	3%
COc1ccc(C[C@H](NC(=O)C2=C[C@@H](NC(=O)c3ccccc3Br)[C@@H](O)[C@H](O)C2)C(N)=O)cc1	-7	2%	-3%	-1%	i	-3%	5%
N#Cc1ccc(CN2CCC[C@H]2c2nc(-c3ccc(F)cn3)no2)cc1	20	-15%[172 µM]	8%[87.6 µM]	8%[172 µM]	-16%[174 µM]	i	-2%[87.6 µM]
Cc1cccc(NC(=O)Cn2ccn3nc(-c4ccccc4)c(CO)c3c2=O)c1C	19	89µM*	-18%	-4%	?	1%	-13%
Cc1ccc(NC(=O)CN2C(=O)C3(SCC(=O)N3c3cccc(Cl)c3)c3ccccc32)cc1C (stereo unspecified)	14	/	26%	/	/	/	-5%
CC(=O)N1CCC(N[C@H]2C[C@@H](Cc3cc(CCO)on3)C2(C)C)CC1	3	2%[172 µM]	-5%[87.6 µM]	-1%[172 µM]	-7%[138 µM]	3%[88.5 µM]	-1%[87.6 µM]
COc1ccc(-c2nc3ccc(C(=O)NCc4ccccc4)cc3nc2-c2ccc(OC)cc2)cc1	-3	/	1%	/	/	/	-3%
CCOc1ccc(NC(=O)Cn2cc(C(=O)c3ccc(CC)cc3)c(=O)c3cc(C)ccc32)cc1	-10	/	-8%	/	/	/	-7%
CCc1ccc(Sc2cc(C(=O)NCc3ccccc3OC)c3ccccc3n2)cc1	-2	/	1%	/	/	/	-8%
CC(c1ccc(-c2ccc(=O)n(C)n2)cc1)N1CCCCC1 (stereo unspecified)	2	0%	-1%	3%	i	-28%	2%
O=C(O)CC1CCOCC1	6	-2%	23%	-17%	-18%	i	6%[12.5 µM]
CCC(C)n1c(=N)c(S(=O)(=O)c2ccc(C)cc2)cc2c(=O)n3cc(C)ccc3nc21 (stereo unspecified)	32	/	6%	/	/	/	4%
CC(=O)c1ccc(N2CCN(S(=O)(=O)c3ccc(-c4cc(C(F)(F)F)on4)s3)CC2)cc1	30	/	8%	/	/	/	1%
CCc1ccc(CNC(=O)c2ccc3c(c2)N(CC)C2CCCCN2C3=O)cc1 (stereo unspecified)	0	?	-29%	-3%	?	i	6%[12.5 µM]
Cn1ncc2c(C(=O)NC3CCCCC3)cc(-c3ccccc3C(F)(F)F)nc21	-3	?	/	/	?	/	/
COc1ccc(-c2nc(N3CCOCC3)cc3c2CN(Cc2cnn(C)c2)C3=O)cc1OC	11	-27%	36%[activator]	-17%	?	3%	14%
CCn1ncc(C(=O)N2C[C@@H](CO)[C@H](c3nc(C4CC4)no3)C2)c1C	-7	-9%	-14%	-7%	-12%	-6%	3%
N[S+](=O)([O-])c1ccc(C(=O)N2CC(c3ncc4c(-c5ccccc5)nccn34)C2)cc1	-9	-7%[172 µM]	-25%[87.6 µM]	1%[172 µM]	?	-1%[88.5 µM]	3%[87.6 µM]
CCc1ccc(OCC(=O)Nc2cc(-c3ccc(C)cc3)no2)cc1	7	/	-1%	/	/	/	-5%
O[C@@H]1CC(CNCC2CCCC2)(COc2cccnc2)C[C@@H]1O (stereo partly specified)	6	-2%[172 µM]	21%[87.6 µM]	-8%[172 µM]	-4%[138 µM]	-5%[88.5 µM]	1%[87.6 µM]
Cc1ccc(-c2cc(N3CCC(CNC(=O)c4ccc(N(C)C)cc4)CC3)n[nH]2)cc1	12	-2%	7%	?	-29%	i	7%
Cc1ccc(-c2ncc(C(=O)NCc3ccccc3Cl)c(-c3ccncc3)n2)cc1	45	?	?	6%	?	4%	?
CCc1ccc(CN2CCC(CNC(=O)c3occc3C)CC2)nc1	-3	?	5%	-3%	-11%	i	-3%
COc1ccccc1-n1c(=O)c(C(=O)NCC2CC2)nc2cccnc21	9	-1%	-15%	/	-22%	?	0%
COc1cc2c(cc1OC)CN(c1cc(C3CC(O)C3)ncn1)CC2 (stereo unspecified)	-8	?	42%[activator]	?	?	1%	3%
O=C(NCC(F)(F)F)c1ccc2nc(-c3ccncc3)oc2c1	27	?	61%[activator]	/	?	i	15%
Cc1noc(-c2ccn3c(CNC(=O)Cc4ccc(OC(F)(F)F)cc4)nnc3c2)n1	-4	i	-17%	0%	-2%	-5%	10%
Cc1cc(C)c(NC(=O)COCc2cc(-c3cccs3)on2)c(C)c1	10	/	-10%	/	/	/	10%
COc1ccc(-n2c(=O)c3c4c(sc3n(Cc3ccccc3C)c2=O)CCCC4)c(OC)c1	18	/	-19%	/	/	/	-11%
CC(C)CN1C(=O)c2cccn2CC1C(=O)NC1CCCCCC1 (stereo unspecified)	-2	-19%	1%	-3%	-1%	0%	-8%
CN(C)[C@@H]1CN(C(=O)c2cccc(C(F)(F)F)c2)C[C@H]1CO	-1	2%	20%	-1%	i	-5%	5%
Cc1ccc(-n2nc3n(c2=O)CCN(C(=O)C2CC2)C3)cc1	8	-23%[172 µM]	106%[activator][87.6 µM]	?	-29%[138 µM]	5%[88.5 µM]	-13%[87.6 µM]
CCN(CC)C(=O)CCc1c(C)nn(-c2ccc(F)cc2)c1Oc1cccc(F)c1	5	?	4%	4%	?	2%	-12%
O=C(c1ccccc1)N1CCc2nc(C3CC3)nc(-c3ccc(Cl)cc3)c2CC1	-5	i	5%	6%	0%	5%	-12%
CC1=C(CO)C(=O)O[C@@H]([C@@H](C)[C@H]2CC[C@H]3[C@@H]4C[C@H]5O[C@]56[C@@H](O)C=CC(=O)[C@]6(C)[C@@H]4CC[C@]23C)C1	/	/	3µM*	/	/	4%	6.8µM*
COc1cccc(S(=O)(=O)N2CCCC(CO)CCNC(=O)CC2)c1 (stereo unspecified)	5	4%	-7%	7%	-7%	i	7%
O=C(NCCCN1CCCC1=O)c1ccc(-c2ccc(N3CCSCC3)nc2)cc1	-6	?	38%[activator]	40µM*	?	-6%	?
COc1ccc(-c2nc(C3CC3)nc3c2CCN([S+](=O)([O-])c2cccs2)CC3)cc1	16	-25%	10%	/	?	i	-10%
CC(C)Nc1ncc(C(=O)NC2CCCN(CCc3ccccc3)C2)cn1 (stereo unspecified)	-2	i	-10%	11%	-7%	-4%	-5%
O=C(O)CNC(=O)CNC(=O)CNC(=O)CSC(=O)c1ccccc1	16	/	24%[25.6 µM]	/	/	i	1%
CC(C)NC(=O)c1nc(-c2cccc(C(F)(F)F)c2)c2ccccn12	31	79µM*	-4%	-8%[172 µM]	89µM*	1%[88.5 µM]	6%
O=C(CC1CCN(S(=O)(=O)c2ccc(F)cc2F)C1)NCc1ccccc1 (stereo unspecified)	-8	-25%	12%	-10%	-18%	i	1%[12.5 µM]
O=C(Nc1ccc(F)cc1)N[C@H]1[C@H](O)[C@@H](N2CCC(Cc3ccccc3)CC2)[C@@H]2OC[C@H]1O2	-1	?	-34%	11%	?	i	-10%

Next part:
molecule	IP6K1 inh	HEK293 tox	SNCA expr inh	Luciferase inh	3T3 cytotox	GPT2 inh	SNCA viab count
COc1ccc(-c2ccc(CCC(=O)O)n2CC(=O)Nc2cccc(Cl)c2C)cc1	-2	/	-18%	/	/	/	-3%
CN1c2cc(C(=O)NCc3ccccc3)ccc2C(=O)N2CCCCCC21 (stereo unspecified)	22	?	84%[activator]	-17%	-13%	i	18%[12.5 µM]
O=C(CSc1nc(=O)[nH]c2c1CCCC2)NCc1ccccc1Cl	5	/	-11%	/	/	/	1%
CNC(=O)[C@@H]1CN(C(=O)c2ncoc2-c2cccc(C)c2)C[C@H]1CO	1	-5%	10%	-11%	-9%	i	-2%
Cc1nnc(N2C(=O)c3oc4ccccc4c(=O)c3C2c2ccc(C(C)(C)C)cc2)s1 (stereo unspecified)	-11	/	12%	/	/	/	-9%

Random excerpt: 7 compounds from above.
molecule	IP6K1 inh	HEK293 tox	SNCA expr inh	Luciferase inh	3T3 cytotox	GPT2 inh	SNCA viab count
COc1ccc(-c2nc3ccc(C(=O)NCc4ccccc4)cc3nc2-c2ccc(OC)cc2)cc1	-3	/	1%	/	/	/	-3%
CN1c2cc(C(=O)NCc3ccccc3)ccc2C(=O)N2CCCCCC21 (stereo unspecified)	22	?	84%[activator]	-17%	-13%	i	18%[12.5 µM]
Clc1ccc(-c2nnc3n2CCN(Cc2ccccc2)C3)cc1	4	?	2%	/	-19%	i	3%
CCN(CC)C(=O)CCc1c(C)nn(-c2ccc(F)cc2)c1Oc1cccc(F)c1	5	?	4%	4%	?	2%	-12%
CCN(Cc1noc(C2CCC2)n1)C(=O)c1cc(C(C)C)n2ncnc2n1	-7	0%	-1%	12%	-12%	-7%	1%
CCc1ccc(OCC(=O)Nc2cc(-c3ccc(C)cc3)no2)cc1	7	/	-1%	/	/	/	-5%
Cc1noc(C)c1S(=O)(=O)NCC(=O)N1CCCCCNC(=O)CC1c1ccccc1 (stereo unspecified)	-2	i	2%	1%	i	i	-2%

Screening results: PubChem, National Center for Advancing Translational Sciences (NCATS)
